PKA-R2B activ = activators of human PKA-R2B complex; hit rate 0.079% among 340,000; PKA-R2B holoenzyme dissociation, Cy5-IP20 fluorescence polarization; R2B truncated from residue 108, S112A mutant; 0% DMSO only, 100% 113 µM cGMP; AID 504700; P22694+P31323; activation, % at 11.4 µM;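 active means activation above a cutoff set at the mean over all compounds plus 3 SD, cut at about 18% in these data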;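 further: higher means more holoenzyme dissociation and a rise in polarization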
HTR5A inv ag = inverse agonist of human HTR5A in OPRM1-OPRD1 counter-screen; P47898; HTR5A cell line, luminescence, inverse agonism; hit rate 0.083% among 340,000; inhibition, % at 9.3 µM; in the data active means inhibition mostly above about 23%, no sharp cut-off; inactive means mostly below about 18%;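 further: 0% = cells with DMSO and 100% = no-cell wells with DMSO; some compounds called inactive have numbers as strong as hits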
Target sequence (P47898 whole entry, looked up): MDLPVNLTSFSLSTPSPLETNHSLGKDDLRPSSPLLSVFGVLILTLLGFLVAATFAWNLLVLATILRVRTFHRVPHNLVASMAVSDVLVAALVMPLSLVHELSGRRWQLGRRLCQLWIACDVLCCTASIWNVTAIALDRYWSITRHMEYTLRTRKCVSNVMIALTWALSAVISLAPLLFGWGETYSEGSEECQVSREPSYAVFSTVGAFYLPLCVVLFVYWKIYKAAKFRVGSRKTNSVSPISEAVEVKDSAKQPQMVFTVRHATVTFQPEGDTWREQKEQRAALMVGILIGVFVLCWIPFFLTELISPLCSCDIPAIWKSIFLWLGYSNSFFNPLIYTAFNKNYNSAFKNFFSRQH
CDK5 inh = inhibitors of human CDK5/p35 kinase; Q00535+Q15078; Recombinant CDK5/p35, ADP-Glo luminescence, 60 min; inhibition, % at 10 µM; hit rate 0.01% among 330,000;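 active means highest replicate inhibition of at least 50% and at least 75% of replicates reaching 50%; inconclusive means only one of the two criteria met; inactive means both criteria failed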;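 further: plate controls were DMSO neutral control for no effect and GW8510 at 10 µM for full effect; many of its hits are not listed in these tables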
HTR5A ag ctr = counter-screen for OPRM1-OPRD1 agonists: human HTR5A agonism. activation, % at 9.3 µM. hit rate 0.61% among 340,000. HTR5A agonist assay, luminescence, cell-based. P47898; in the data active means activation mostly above about 9.5%, no sharp cut-off; inactive means mostly below about 7.6%;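 further: 0% = cells with vehicle only and 100% = reference agonist; strong numbers were not always called active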
Tat export inh = blocks Tat-dependent protein export in E. coli. E. coli MC4100 TorA-mCherry Tat export, fluorescence. inhibition, % at 10 µM. hit rate 0.036% among 340,000. AID 488895;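 active means mean replicate inhibition at least 50% and at least half of replicates individually reaching 50%; inconclusive means only one of the two criteria met; inactive means neither criterion met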;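 further: exported cargo escapes ClpAP degradation while cytoplasmic cargo is degraded and loses fluorescence; 0% = median of neutral control wells and 100% = median of NaSCN control wells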
phage Ecoli inh = E. coli growth loss with phage present; AID 651602; hit rate 0.26% among 360,000; inhibition, % at 11.9 µM; growth absorbance; in the data active means inhibition above about 11%
DAGLB inhibitor = diacylglycerol lipase beta (human) inhibition. Q8NCG7. HEK293T DAGLB membrane lysate, EnzChek fluorogenic substrate. inhibition, % at 5.17 µM. hit rate 0.059% among 340,000. AID 504411; in the data active means inhibition above about 34%;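 further: 0% = enzyme with vehicle and 100% = wells lacking enzyme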
Target sequence (Q8NCG7 whole entry, looked up): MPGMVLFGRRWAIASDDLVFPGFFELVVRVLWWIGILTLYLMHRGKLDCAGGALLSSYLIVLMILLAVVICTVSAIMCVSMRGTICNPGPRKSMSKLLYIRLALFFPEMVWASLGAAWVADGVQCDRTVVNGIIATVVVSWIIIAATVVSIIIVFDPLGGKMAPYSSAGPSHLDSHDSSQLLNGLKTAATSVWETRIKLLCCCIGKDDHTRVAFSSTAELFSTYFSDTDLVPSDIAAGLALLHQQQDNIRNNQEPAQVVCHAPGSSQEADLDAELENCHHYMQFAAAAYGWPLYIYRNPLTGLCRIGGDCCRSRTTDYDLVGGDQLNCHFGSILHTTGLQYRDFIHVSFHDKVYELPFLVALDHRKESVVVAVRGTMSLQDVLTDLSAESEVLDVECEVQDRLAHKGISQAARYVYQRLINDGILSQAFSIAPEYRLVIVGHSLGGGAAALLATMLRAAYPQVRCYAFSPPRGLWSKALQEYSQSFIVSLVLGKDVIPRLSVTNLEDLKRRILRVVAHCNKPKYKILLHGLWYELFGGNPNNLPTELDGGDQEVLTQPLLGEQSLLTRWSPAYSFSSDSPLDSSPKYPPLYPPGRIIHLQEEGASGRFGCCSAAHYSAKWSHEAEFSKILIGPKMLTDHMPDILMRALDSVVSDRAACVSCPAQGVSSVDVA
E coli growth = bacterial growth inhibition, counter-screen for AddAB inhibitors; E. coli V3065 growth, OD600 absorbance, 18 h; inhibition, % at 11.9 µM; hit rate 0.27% among 330,000;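 active means inhibition above the campaign's mean inhibition across all tested compounds plus 3 SD, cut at about 9.9% in these data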;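 further: uninfected addAB+ strain grown without phage in ampicillin broth; 0% = DMSO wells and 100% = ciprofloxacin 0.95 µg/ml wells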
PKA-R1A activ = PKA-R1A complex activation; activation, % at 11.4 µM; AID 504707; PKA-R1A dissociation, Cy5-IP20 fluorescence polarization; scaled: DMSO 0%, 113 µM cGMP 100%; hit rate 0.083% among 340,000;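 active means percent activation above the mean of all tested compounds plus 3 SD, cut at about 19% in these data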;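 further: higher means more PKAc released from R1A so a rise in polarization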
AddAB inh = less growth of phage-infected E. coli with AddAB | E. coli expressing H. pylori AddAB, absorbance growth | inhibition, % at 11.9 µM | hit rate 0.29% among 330,000 | AID 435030; in the data active means inhibition above about 12%;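 further: 0% = vehicle wells of infected cells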
Mot1-301 SUMO = SUMOylation pathway inhibition by Mot1-301 growth rescue; AID 2716; S. cerevisiae Mot1-301 growth rescue, ATP luminescence, 38.5C; percent above DMSO median, 100 means doubled; growth rescue, % at 18.8 µM; hit rate 1% among 320,000;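 active means every valid replicate shows activation above 250% relative to neutral control wells; inactive means the rest, any valid replicate at or below 250%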;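 further: OY570 slx delta 5 strain wells were the positive control but not used for scaling; some compounds called inactive have numbers as strong as hits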
An asterisk follows results filed as active; ? = inconclusive; nt = not tested or not shown.

Each structure is followed by: PKA-R2B activ | HTR5A inv ag | CDK5 inh | HTR5A ag ctr | Tat export inh | phage Ecoli inh | DAGLB inhibitor | E coli growth | PKA-R1A activ | AddAB inh | Mot1-301 SUMO
CC1CCC(C(C)C)C(OCC[N+](C)(C)C)C1 (stereo not drawn)
  3.4 | 2.0 | 0.8 | 5.5 | -0.2 | 4.9 | -1.3 | 1.5 | 1.1 | -0.3 | 12.9
Clc1ccc(Cn2cccc2C2=NCCO2)cc1
  12.6 | 26.5 | -0.3 | -1.0 | -3.5 | 1.7 | -3.4 | -0.8 | -4.9 | 0.2 | -8.3
CCOc1cccc(N2C(=O)CC(n3cnc4ccccc43)C2=O)c1 (stereo not drawn)
  -3.9 | nt | 0.0 | nt | 6.8 | 1.8 | 2.0 | 1.8 | -12.7 | 0.8 | nt
Cc1ccc(OCC(O)CN2CCC(Cc3ccccc3)CC2)c(C)c1 (stereo not drawn)
  -2.7 | 2.4 | 0.1 | 10.4 | 8.0 | 2.4 | -3.0 | 1.0 | 3.5 | 2.7 | -2.9
COC(=O)c1ccc(CSc2nc(N3CCOCC3)c3c(c2C#N)CC(C)(C)OC3)o1
  8.3 | -17.1 | 1.5 | 4.8 | 0.4 | 1.8 | -3.7 | 3.5 | 5.4 | 3.9 | 0.9
CCOc1cc(/C=C2/C(=N)N3C(=NC2=O)SN=C3S(C)(=O)=O)ccc1OC(=O)c1ccco1
  -5.0 | 7.3 | nt | -1.8 | -3.5 | nt | 4.6 | -0.1 | -14.4 | 1.6 | -2.9
CCOC(=O)C1CCCN(C(=O)CNC(=O)Cn2ccc3ccccc3c2=O)C1 (stereo not drawn)
  -2.9 | 6.0 | -1.0 | -2.7 | 2.0 | 0.5 | 0.6 | 1.3 | -1.6 | 2.9 | 35.4
CCN(CC)S(=O)(=O)c1ccc(C(=O)C(C#N)c2ccccn2)cc1 (stereo not drawn)
  2.8 | -10.7 | 2.9 | 4.2 | 6.1 | 0.8 | -1.0 | -0.7 | -0.1 | 1.5 | -4.0
COc1ccc(N=C2C(=Nc3ccc(OC)cc3)N(c3ccc(OC)cc3)C(=S)N2C(=O)c2ccc(OC)cc2)cc1
  0.0 | -17.8 | -0.6 | -5.6 | -1.3 | 2.0 | -3.1 | -2.0 | -3.2 | 1.4 | -8.2
O=S(=O)(c1cccc(-c2nnco2)c1)N1CCOCC1
  -7.4 | 50.9 | -3.2 | -2.4 | 11.9 | 1.7 | 1.3 | -2.5 | -0.6 | 3.1 | -3.8
Cc1ccc(C)c(N2CCN(C(=S)NC3CCCCC3)CC2)c1
  -6.5 | -10.5 | 0.1 | 4.0 | -1.3 | 3.3 | -0.8 | 3.0 | -8.5 | 0.8 | -10.5
CC/C(C)=N/Nc1nc(-c2cc3cccc(OC)c3oc2=O)cs1
  nt | nt | 1.8 | nt | 9.0 | 1.0 | nt | -1.8 | nt | 1.1 | 14.3
Nc1c(C(=O)NC23CC4CC(CC(C4)C2)C3)sc2nc3c(c(C(F)(F)F)c12)CCC3
  -6.5 | -18.4 | -1.8 | -2.3 | 6.9 | 1.7 | 5.2 | -0.4 | -6.7 | 0.9 | 364.4
Cc1cc(C(=O)Nc2cccnc2)on1
  2.3 | -5.2 | -0.1 | 1.8 | -6.3 | 2.1 | -4.2 | 0.3 | -12.4 | 0.9 | 8.5
CC1(C)Cc2c(C#N)c(NCCN3CCOCC3)nc(-c3ccccc3)c2CO1
  -14.2 | -0.7 | -1.3 | 0.2 | -2.1 | 1.2 | 0.2 | -2.5 | -12.3 | 2.1 | 12.7

Other results:
Each structure is followed by: PKA-R2B activ | HTR5A inv ag | CDK5 inh | HTR5A ag ctr | Tat export inh | phage Ecoli inh | DAGLB inhibitor | E coli growth | PKA-R1A activ | AddAB inh | Mot1-301 SUMO
Cc1oc(-c2ccc(Cl)cc2)nc1CS(=O)CC(=O)NCc1ccc2c(c1)OCO2 (stereo not drawn)
  0.0 | -3.9 | 1.2 | 1.3 | 12.3 | -0.4 | 3.0 | -0.8 | 1.9 | -0.2 | -10.3
COc1cccc(N2CCN(C(=O)C3CCCN(S(=O)(=O)c4cnc[nH]4)C3)CC2)c1 (stereo not drawn)
  -11.2 | -10.8 | -2.2 | 3.6 | -7.6 | -0.3 | -0.6 | -2.0 | -4.3 | -0.5 | 11.4
CC(CN1CCCCCC1)C(=O)NN (stereo not drawn)
  0.2 | 12.8 | 2.0 | 1.5 | 2.4 | 2.0 | 2.6 | 3.3 | -7.2 | 2.1 | 674.0*
Cc1cc(C(=O)NNC(=O)c2ccc(Cl)cc2Cl)c(C)o1
  -13.2 | 8.6 | 0.8 | -3.5 | 0.1 | 2.5 | 0.4 | 1.4 | -11.3 | 0.4 | -8.6
COCCN(C(=O)Cc1cccs1)c1nnc(-c2ccncc2)s1
  -12.1 | 10.1 | 2.5 | -3.0 | 3.9 | 1.7 | 1.6 | -4.4 | -0.6 | -3.4 | 1.2
CC(C)NC(=S)NC(=O)c1ccc(-c2ccccc2)cc1
  -2.5 | -26.4 | -1.4 | -2.0 | 9.0 | 2.7 | -18.6 | 1.4 | 2.0 | 5.3 | -2.4
CC(=O)N1CCC(N(CCN2CCOCC2)C(=S)Nc2ccc(C)cc2)CC1
  1.8 | -6.5 | 0.4 | 2.4 | 0.2 | -1.4 | -0.4 | 1.8 | -5.5 | -0.8 | 56.1
O=C1NC(=Nc2ccccc2Br)SC1(CO)CO
  1.1 | 3.8 | -0.4 | -1.0 | -0.5 | 1.8 | 1.4 | 0.8 | 1.7 | -1.7 | -0.5
CCCC(=O)OC1CC(C)N(C(=O)c2ccccc2)c2ccc(C)cc21 (stereo not drawn)
  -10.6 | -0.6 | 0.6 | 0.2 | -0.7 | 2.6 | -7.2 | 1.3 | -12.9 | 0.5 | 9.6
COc1cccc(CN2C(=O)CCC2(C)C(=O)NC2CCCC2)c1 (stereo not drawn)
  5.1 | 18.9 | 0.5 | -3.6 | -2.6 | -0.6 | 1.4 | -2.9 | -4.1 | 2.6 | 13.2
O=C(CN1C(=O)c2cccc3cccc1c23)Nc1cccnc1
  -6.3 | -5.6 | -1.9 | -3.5 | 12.9 | 0.6 | -1.9 | -0.7 | 3.1 | 1.4 | -3.1
CCOc1ccc(C(=O)OCCCN(C)C)cc1
  2.6 | -11.0 | -0.2 | 3.2 | -2.4 | 3.6 | 0.5 | 2.0 | -8.6 | 1.8 | 7.9
CCN(C(C)=O)c1nc(CCl)cs1
  -4.8 | 0.7 | 0.4 | -0.3 | -2.9 | 0.9 | -0.9 | -1.3 | -1.1 | 1.4 | 107.0
O=c1c2ccccc2nc(SCc2ccc([N+](=O)[O-])cc2)n1CCCO
  -10.8 | -8.3 | -0.3 | 1.1 | 8.2 | 0.7 | -0.2 | 1.3 | -11.5 | 1.6 | 464.0*
Cc1ccc(-c2csc3ncnc(SCC(N)=O)c23)cc1
  -6.8 | -8.7 | 1.8 | 0.6 | -10.9 | 3.6 | -0.5 | -0.3 | -4.9 | 1.2 | 216.5

Carrying on.
Each structure is followed by: PKA-R2B activ | HTR5A inv ag | CDK5 inh | HTR5A ag ctr | Tat export inh | phage Ecoli inh | DAGLB inhibitor | E coli growth | PKA-R1A activ | AddAB inh | Mot1-301 SUMO
O=C(CSC(=S)N1CCCC1)Nc1ncc(Cl)cc1Cl
  -6.7 | -1.1 | 0.0 | 0.3 | -16.3 | 6.4 | -0.7 | -0.5 | 2.3 | 0.8 | -9.5
CC(C)n1c(=S)[nH]c2scc(-c3cccs3)c2c1=O
  -7.7 | -11.7 | 1.0 | 4.1 | 10.2 | -2.1 | 5.4 | -3.1 | -1.7 | -5.1 | -17.3
CCOc1ccc(NC(=O)c2ccccc2NC(=O)CN2CCN(C(C)=O)CC2)cc1
  1.1 | -7.3 | 1.3 | 2.7 | -4.1 | 3.0 | 0.4 | -0.9 | -4.3 | 3.5 | -3.4
Cc1noc(C)c1NC(=O)N(C)C[C@H]1Oc2ccc(NC(=O)CCN3CCOCC3)cc2C(=O)N([C@H](C)CO)C[C@@H]1C
  -7.5 | -38.9 | -0.5 | 13.3 | 3.9 | 1.9 | 1.2 | 1.8 | -12.4 | 6.1 | -24.0
COc1cc(SC)ccc1C(=O)OCC(=O)NC(=O)NC(C)C
  -0.9 | 17.8 | -2.8 | -3.9 | ? | 2.3 | 1.1 | -0.3 | -5.1 | 0.4 | 2.9
COc1ccc2c(c1)C(C)=CC(C)(C)N2C(=O)C(C)N1C(=O)c2ccccc2C1=O (stereo not drawn)
  7.7 | -31.8 | -3.2 | 3.8 | -1.1 | 3.7 | -3.7 | 0.1 | -1.7 | -0.4 | 9.6
Nc1nn(-c2ccccc2)nc1C(=O)OCc1ccccc1
  -3.8 | -8.1 | -0.5 | 0.5 | -4.0 | 0.8 | -11.2 | 2.6 | 3.2 | -0.2 | -10.2
CC(C)(C)OC(=O)N1CCC(C(=O)Nc2ccc(C(=O)NCc3ccccc3)cc2)CC1
  -1.1 | 10.6 | -0.9 | -3.1 | 8.6 | 1.5 | 0.1 | nt | -9.3 | nt | nt
O=C(O)c1cccc(NC(=S)N/N=C/c2cccnc2)c1
  5.1 | -11.7 | 1.2 | -1.4 | -2.6 | 3.6 | 0.5 | -1.1 | -1.1 | 5.0 | -12.9
O=C(CCNC(=O)c1ccc(Br)cc1)Nc1nc2ccccc2[nH]1
  -3.9 | 11.1 | -0.6 | 0.4 | -3.7 | 3.8 | 1.0 | nt | -3.2 | nt | nt
O=C(CN1CCN(c2ccccn2)CC1)Nc1cccc(S(=O)(=O)N2CCOCC2)c1
  -5.7 | -7.4 | 0.8 | 4.9 | -2.8 | 1.0 | 3.0 | -1.4 | -3.1 | -3.2 | 0.5
Cc1ccc(S(=O)(=O)N2CCOCC2)cc1NC(=O)CSc1nnnn1C
  -0.9 | -6.1 | 0.6 | -0.8 | -0.7 | -2.5 | -1.1 | -1.4 | -18.6 | -0.4 | 373.1
CC1CN(CCOc2ccc(F)cc2)CC(C)O1 (stereo not drawn)
  0.8 | -0.5 | 0.4 | -0.2 | -6.0 | 1.9 | -1.7 | 1.4 | 10.3 | -0.1 | 16.2
Cc1cc(=O)[nH]c(N/N=C/c2ccc(-c3ccc([N+](=O)[O-])cc3)o2)n1
  -6.9 | 4.7 | 0.2 | -1.6 | 2.3 | -2.6 | 0.1 | -0.8 | 3.0 | 3.0 | 264.8
COc1ccccc1C=NN=C(N)C(N)=NN=Cc1ccccc1OC
  1.8 | -9.2 | -0.7 | 2.2 | 2.5 | 3.9 | -8.1 | nt | -7.7 | nt | nt
O=C(CNC(c1ccccc1)c1ccccc1)Nc1c(F)cccc1F
  -24.3 | 1.6 | 1.9 | 0.5 | 1.6 | 2.4 | -5.2 | -0.6 | -8.1 | -0.2 | -12.2
N#CC1=C(N)OC2=C(C(=O)CC(c3ccccc3)C2)C1c1ccc2c(c1)OCO2 (stereo not drawn)
  -0.9 | -18.5 | -2.2 | 7.4 | 15.2 | 4.0 | -0.5 | 0.2 | 0.2 | 5.8 | -6.5
Cc1c(NC(=O)N(C)C)c(=O)n(-c2ccccc2)n1C
  -12.0 | 3.0 | -1.9 | -7.6 | -4.9 | 0.5 | -2.3 | 0.4 | -9.5 | 0.7 | -2.9

Bioassay records: PubChem, several laboratories
